Source: PubChem BioAssay (The Scripps Research Institute Molecular Screening Center)
TAAR1 ag: human TAAR1 agonists, primary screen, Fluo-8 calcium fluorescence, CHO RD-HGA16 cells. activation, % at 3 µM. Trace amine-associated receptor 1 (Homo sapiens), Q96RJ0. AID 624467, 2012. vehicle wells 0%, saturating PEA agonist 100%. hit rate 0.99% among 360,000;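 active = activation above the mean activation of all test compounds in the run plus 3 SD, cut at about 38% in these data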
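test system = CHO RD-HGA16 cells carrying human TAAR1 plus Gα16 | schedule = 17-24 h seeding, 75 min 37 °C dye, 30 min RT | compound dosing = 3 µM single concentration | control set = DMSO and PEA EC100 | replicates = n 1 | signal = Fluo-8 fluorescence, 5 s baseline then 140 s kinetic read | measure = percent activation vs PEA EC100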
M1 ag parental: counter-screen for M1 agonists: effect in parental CHO-K1 cells; Fluo-8 calcium fluorescence; scaled to maximal ATP response, vehicle zero; activation, % at 3 µM; hit rate 0.48% among 360,000; AID 602248, 2012; in the data active = activation above about 15%;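 also: untransfected CHO-K1 host cells lacking M1 receptor as counterscreen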
CHO-K1 Ca antag: nonselective inhibitor or artifact in parental CHO-K1 cells; ATP-induced calcium, Fluo-8 fluorescence; inhibition, % at 3 µM; hit rate 0.6% among 360,000; AID 602250;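 active = inhibition above a per-plate cutoff, the plate's mean sample inhibition plus 3 SD, cut at about 24% in these data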;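 also: 0% = DMSO plus EC80 ATP and 100% = DMSO alone without ATP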
CHRM1 antagonist: human M1 muscarinic receptor antagonists, primary screen, CHO-K1 cells, Fluo-8 calcium fluorescence, 1536-well; hit rate 1.3% among 360,000; Muscarinic acetylcholine receptor M1 (Homo sapiens), P11229; inhibition, % at 3 µM; CHO-K1 hM1, ACh EC80 antagonist;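 active = percent inhibition above its own plate's cutoff, namely the mean of that plate's compound wells plus 3 SD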;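 also: peak over basal fluorescence ratio during 140 s after agonist addition; 0% = ACh EC80 plus DMSO and 100% = DMSO alone without agonist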
Target sequence (P11229 whole entry, looked up): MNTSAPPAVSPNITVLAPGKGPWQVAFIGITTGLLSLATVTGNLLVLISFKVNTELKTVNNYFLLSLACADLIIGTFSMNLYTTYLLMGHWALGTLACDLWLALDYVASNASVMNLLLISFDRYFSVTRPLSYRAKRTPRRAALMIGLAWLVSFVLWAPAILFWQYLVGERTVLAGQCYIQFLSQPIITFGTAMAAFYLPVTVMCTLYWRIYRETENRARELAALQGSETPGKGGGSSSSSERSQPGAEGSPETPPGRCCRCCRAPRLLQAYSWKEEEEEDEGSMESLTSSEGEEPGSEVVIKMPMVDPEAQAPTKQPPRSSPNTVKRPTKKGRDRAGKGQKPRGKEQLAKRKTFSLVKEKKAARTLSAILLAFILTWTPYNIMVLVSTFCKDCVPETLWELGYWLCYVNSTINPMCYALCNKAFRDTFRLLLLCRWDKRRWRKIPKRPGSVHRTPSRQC
CHO-K1 Ca PAM: nonselective calcium activators in parental CHO-K1 cells, primary screen, counter-screen for M1 PAM project, cell-based, Fluo-8 calcium fluorescence, full deck, 1536-well | ATP EC20; 0% at ATP EC20, 100% at ATP max | activation, % at 3 µM | hit rate 0.02% among 360,000 | AID 602247, 2012;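 active = activation above the run cutoff, the mean activation of all test compounds plus 3 SD, cut at about 40% in these data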;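 also: peak over basal fluorescence ratio in a 140 s read after ATP addition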
OXTR potentiator: human OXTR potentiators, primary screen, fluorescence, CHO-OTR cells, Fluo-8 calcium; hit rate 0.061% among 320,000; Oxytocin receptor (Homo sapiens), P30559; AID 2445, 2010; Fluo-8 calcium fluorescence, potentiator mode; 0% = oxytocin EC15, 100% = EC100; activation, % at 3 µM;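 active = activation above that plate's cutoff, the mean activation of tested compounds plus 3 SD, cut at about 6.6% in these data, passing the limit was not always enough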;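 also: 100% uses oxytocin at 75 nM as the full agonist control; some results filed as inactive read as strong as hits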
Target sequence (P30559 whole entry, looked up): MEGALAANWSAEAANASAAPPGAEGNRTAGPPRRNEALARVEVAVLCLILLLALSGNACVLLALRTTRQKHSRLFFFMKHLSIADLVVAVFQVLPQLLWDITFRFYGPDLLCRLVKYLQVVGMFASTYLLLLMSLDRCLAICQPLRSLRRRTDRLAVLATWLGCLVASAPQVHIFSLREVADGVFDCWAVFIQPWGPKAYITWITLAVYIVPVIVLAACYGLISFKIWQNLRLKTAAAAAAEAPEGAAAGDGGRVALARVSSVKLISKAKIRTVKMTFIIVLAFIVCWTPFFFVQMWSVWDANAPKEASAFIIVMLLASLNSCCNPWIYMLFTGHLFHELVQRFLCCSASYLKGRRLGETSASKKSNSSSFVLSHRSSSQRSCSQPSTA
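assay system = CHO-OTR cells, human receptor | schedule = compound 6 min at room temperature before oxytocin, 100 s read | detection = Fluo-8 intracellular calcium fluorescence, ex 470-495, em 515-575 nm | evaluation = normalized max/min fluorescence ratio, % activation | control set = EC15 oxytocin alone as 0%, 75 nM oxytocin (EC100) as 100%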
TAAR1 antag: human TAAR1 antagonists, primary screen, Fluo-8 calcium fluorescence, CHO RD-HGA16 cells. Trace amine-associated receptor 1 (Homo sapiens), Q96RJ0. antagonist. inhibition, % at 3 µM. hit rate 1.5% among 360,000. AID 624466, 2012;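 active = inhibition above a per-plate cutoff, the mean inhibition of test compounds on that plate plus 3 SD, cut at about 49% in these data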;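 also: 0% = DMSO plus EC80 beta-PEA response and 100% = DMSO alone without agonist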
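Assay system: RD-HGA16 CHO cells with stable hTAAR1 and Gα16 / Reagent: EC80 β-phenethylamine stimulus / Doses: 3 µM, single point / Timing: dye loading 75 min at 37 °C, then 30 min room temperature / Measured by: Fluo-8 intracellular calcium dye fluorescence, real-time kinetic reads / Controls: vehicle wells and EC80 agonist wells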
CHRM1 agonist: human M1 muscarinic receptor agonists, primary screen, Fluo-8 calcium fluorescence, CHO-K1 cells, HTS; activation, % at 3 µM; Muscarinic acetylcholine receptor M1 (Homo sapiens), P11229; hit rate 0.33% among 360,000; CHO-K1 hM1, agonist mode; 0% DMSO, 100% acetylcholine EC100;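 active = activation above the run's mean compound activation plus 3 SD, cut at about 16% in these data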;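 also: peak over basal fluorescence ratio within a 140 s kinetic read after compound addition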
CHO parental Ca: ATP-evoked calcium signal inhibitors, parental CHO, primary screen, counter-screen for OX1R antagonist project, cell-based, fluorescence, Fluo-8 calcium dye | hit rate 0.63% among 330,000 | parental CHO-K1, ATP-induced calcium, Fluo-8 fluorescence | AID 463079, 2010 | inhibition, % at 5.6 µM;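 active = inhibition above that plate's mean sample inhibition plus 3 SD, cut at about 26% in these data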;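 also: 0% = ATP-challenged DMSO wells and 100% = DMSO wells without ATP; some compounds past the cut are filed as inactive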
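Assay system – parental CHO cells · Reagent – ATP stimulus · Detection – intracellular calcium via Fluo-8 no-wash fluorescent dye · Evaluation – percent inhibition of ATP-evoked calcium rise, normalized to controls · Controls – ATP wells versus no-ATP DMSO wells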
An asterisk follows results filed as active; . = no result given. An unsorted share of the library; 4.2% or so of the library scored in one or more.

compound	TAAR1 ag	M1 ag parental	CHO-K1 Ca antag	CHRM1 antagonist	CHO-K1 Ca PAM	OXTR potentiator	TAAR1 antag	CHRM1 agonist	CHO parental Ca
O=c1cc(CSc2ccc(Cl)cc2)nc(-c2ccncc2)[nH]1	3	-0.3	16	-5	-2	0	-6	-5	-15
Cc1ccc(NC(=O)c2c(-c3ccccc3)noc2C)nc1	0	0.6	-8	-11	26	-6	16	-10	3
N/N=C(\c1ccccc1)c1cc(Cl)ccc1N	-1	0.0	-2	-17	15	-5	3	-3	-5
CC(=O)c1cccc(NC(=O)C(C)OC(=O)Cc2c[nH]c3ccccc23)c1 (stereo not given)	7	2.3	-1	0	3	3	7	-2	-3
CC(C)CCNC(=O)C(=O)Nc1ccc2c(c1)N(S(=O)(=O)c1cccs1)CCC2	2	0.1	1	0	-5	-8	23	-2	5
COC(=O)c1ccc(SC)cn1	13	0.3	-7	-1	17	4	0	-6	-2
CCCn1c(C(O)c2ccc(C)cc2)nc2ccccc21 (stereo not given)	2	1.1	5	-14	1	.	-14	-3	.
CC1(C)Oc2ccc3ccc(=O)oc3c2C(/C=N/O)C1=O (stereo not given)	8	0.5	0	-8	11	-5	-13	-6	-8
COc1ccc(/C=C/C(=O)NCCSCc2ccco2)cc1OC	0	0.7	0	-12	-11	-12	-20	-2	-9
O=C(COc1ccc(F)cc1Cl)Nc1ccc(S(=O)(=O)Nc2nccs2)cc1	3	0.4	-2	0	-7	-1	0	-6	0
C=CCN(c1ccc(OC)cc1)S(=O)(=O)c1ccc(Cl)c(C(=O)OCC(=O)c2c(N)n(C)c(=O)n(C)c2=O)c1	1	2.2	0	10	-1	.	22	-2	.
CC(=NNC(=S)Nc1ccccc1)c1ccccn1	1	0.7	-1	-10	-1	.	-2	-4	.
COc1ccc(S(=O)(=O)Nc2ncccn2)cc1	-3	0.3	-4	-5	10	-1	105*	-5	4
COc1cc(C2N(c3ccc(F)cc3)C(=O)C3CCCN32)cc(OC)c1OC (stereo not given)	4	-0.1	-3	14	-4	2	-13	-6	-13
CNC(=O)c1c(C)nn(-c2ccc(F)c(Cl)c2)c1-c1cc(C)on1	2	0.1	-9	-12	8	-6	-24	-1	-12
COc1ccc(NC(=S)NNC(=O)Cn2nc([N+](=O)[O-])cc2C)cc1	1	3.1	1	4	3	3	11	-4	-8
COc1ccc(N)cc1NC(=O)CN1CCCC1	1	0.6	-14	-21	23	-9	-1	-4	-5
C=CCNC(=O)c1cc(-c2cccnc2)nc2ccccc12	1	2.2	-13	-16	10	-11	-10	-2	-6
O=c1[nH]c(SCc2ccccc2Cl)nc2c1cnn2-c1ccccc1	1	-0.1	-8	-20	20	-7	-28	0	-11
CC(=O)N(C(C)=O)N1C(=O)/C(=C/c2ccc(Cl)cc2)SC1=S	.	0.7	-13	-6	24	2	.	-6	-4
Cc1cccc(NS(=O)(=O)c2ccc(C)c(C(=O)N3CCN(C(=O)c4ccco4)CC3)c2)c1	7	0.5	0	4	-7	.	2	-1	.
CC(=O)N(Cc1ccccc1)Cc1cn(CCC#N)nc1-c1cccc([N+](=O)[O-])c1	6	1.3	-8	-5	5	-17	-5	-3	-23
COc1cc(C(=O)N2CCN(C(=O)C(Cc3cc(C)ccc3C)NC(C)=O)CC2)cc(OC)c1OC (stereo not given)	12	0.2	-3	2	4	-3	5	-4	-10
O=C(c1ccccc1)c1c[nH]cc1-c1ccccc1	0	0.7	-4	10	19	1	3	-5	-8
O=C(CSc1nc2ccccc2[nH]1)Nc1nc(-c2ccccc2)c(-c2ccccc2)o1	-1	0.2	6	3	-2	-2	-5	-6	-6
Cn1nnc(NC(=O)/C=C/c2ccco2)n1	1	0.2	-7	-4	1	-5	-22	-3	-1
CC(C)OC(=O)c1cccnc1N1CCN(c2cccc(Cl)c2)CC1	8	1.2	-3	-4	20	-9	-3	-6	-24
CCN(CCCNC(=O)CCc1nc(-c2ccc(C)cc2)no1)c1cccc(C)c1	5	-0.3	-7	2	12	-4	4	-4	-27
Cc1ccc(C(=O)N2CCC3(CC2)NCCc2[nH]cnc23)cc1C	1	-0.2	5	0	-17	-5	-1	-3	-6
Cn1ccc2c(-c3ccc(C(C)(C)C)cc3)cc3c(c21)C1CCC3O1 (stereo not given)	-1	0.1	8	-3	3	.	-27	-8	.
C=CCNC(=S)N1CCC(Cc2ccccc2)CC1	-3	2.6	-16	-6	16	.	-10	-4	.
CC1(C)Oc2ccc(C(=O)NC3CCCC3)cc2N(CC(=O)NC2CCCC2)C1=O	7	8.7	-6	-7	14	-4	-4	4	-19
O=C(NNC(=O)C1[C@H]2CCCC[C@@H]12)NC1CCCCC1 (stereo not given in full)	0	0.5	-10	-2	1	-2	6	-3	-3
O=C1CC(N(CCc2ccccc2)C(=S)Nc2ccccc2)C(=O)N1c1ccc(F)cc1 (stereo not given)	2	0.1	3	-9	0	-11	-1	-2	-5
COc1ccc2nc(NC(=O)c3sc4nc(C)cc(C)c4c3N)sc2c1	1	-0.2	-10	-13	10	-2	-19	-3	0
CCN1CCN(CCCNC(=O)C2CCCN(c3nc4c(C)cc(C)cc4s3)C2)CC1 (stereo not given)	-1	-0.6	-4	-13	12	-2	-23	-9	-26
O=C(Nc1cccc2ccccc12)N1CCN(c2ccccc2)CC1	15	0.0	-2	1	-8	-5	11	-2	0
COc1ccc(C2CC(c3ccccc3)Nc3nc(NC(=O)c4cccs4)nn32)cc1 (stereo not given)	7	1.0	4	1	-4	-3	-1	-2	0
CCOC(=O)c1ccccc1NC(=O)COC(=O)CCNS(=O)(=O)c1cccs1	4	3.5	-14	-5	0	.	-3	-3	.
CCOC(=O)C[C@H]1c2cc(F)ccc2S(=O)(=O)N1C1CCCCC1	1	3.1	-13	-1	21	-4	-6	-9	-16
CC1(C(=O)NS(=O)(=O)c2cccc(Cl)c2)CCN1C(=O)C1(c2ccc(Cl)cc2)CCC1 (stereo not given)	2	0.1	-22	-12	28	.	-21	-5	.
CCOC(=O)C1C(C(=O)OC)=C(C(=O)OC)c2ccccc2N1S(=O)(=O)C(F)(F)F (stereo not given)	0	2.5	-21	-13	23	.	-8	-3	-10
COc1ccc2[nH]c3c(c2c1)CCN1C(=O)C(CC(=O)NCCCn2ccnc2)C[C@H](C(=O)N2CCCCC2)[C@@]31CCc1ccccc1 (stereo not given in full)	3	-0.5	3	-10	6	.	-21	-10	-13
O=c1[nH]nnc2c1sc1nc(N3CCOCC3)c3c(c12)CCCC3	0	0.3	-9	-6	10	5	-11	-2	-3
CC(Sc1nnc(-c2cccnc2)o1)C(=O)NC1CCCC1 (stereo not given)	3	0.6	-5	-1	-5	-4	-8	-4	-16
COc1ccc(CCN2CC(C(=O)NCc3cc(C)on3)CCC2=O)cc1 (stereo not given)	0	0.1	-5	-9	6	.	0	-3	.
CCCCNC(=O)CCC(=O)Nc1ccc2nc(N3CCC(C)CC3)cc(C)c2c1	-2	1.1	-12	-9	25	-10	-28	-7	-7
CCCN(Cc1cc2cc(C)ccc2[nH]c1=O)C(=O)c1ccccn1	1	0.2	14	-1	-25	-10	-23	-2	-16
CC[C@@]1(C(=O)OC)N[C@H](CN(C)C(=O)c2ccc(F)cc2)[C@@H]2C(=O)N(Cc3ccccc3)C(=O)[C@@H]21	0	0.4	-11	-11	-4	2	-23	-2	-11
Cc1cccc(OCC(=O)Nc2ccc3c(c2)nc(CCN2CCN(c4ccccn4)CC2)n3C)c1	12	12	13	88*	-16	-6	47	3	-9
COc1ccc(C(=O)NNC(=O)CSc2nnc(COc3ccccc3)n2C)cc1	14	0.1	8	-5	-3	6	-13	-2	-5
CC1(C(=O)NS(=O)(=O)c2cccc(Cl)c2)CCN1C(=O)c1ccccc1 (stereo not given)	0	1.6	17	6	0	.	-5	1	.

Grouped by structure, those above with a nitro group on carbon
compound	TAAR1 ag	M1 ag parental	CHO-K1 Ca antag	CHRM1 antagonist	CHO-K1 Ca PAM	OXTR potentiator	TAAR1 antag	CHRM1 agonist	CHO parental Ca
COc1ccc(NC(=S)NNC(=O)Cn2nc([N+](=O)[O-])cc2C)cc1	1	3.1	1	4	3	3	11	-4	-8
CC(=O)N(Cc1ccccc1)Cc1cn(CCC#N)nc1-c1cccc([N+](=O)[O-])c1	6	1.3	-8	-5	5	-17	-5	-3	-23
